Bioassay records (PubChem)
LMPTP inh: LMPTP phosphatase inhibitors, primary screen, biochemical, fluorescence intensity, uHTS; recombinant LMPTP-A, OMFP fluorogenic substrate; inhibition, % at 20 µM; 360,000 compounds, 0.22% hits; AID 651560, 2012;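 active = compounds that cut the enzyme signal by at least half of the control window in the single-dose screen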;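 also: plate controls were DMSO wells with enzyme plus substrate for no effect and substrate without enzyme for full effect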
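Test system – LMPTP-A phosphatase enzyme · Quantity – 0.625 nM LMPTP-A final · Reagent – OMFP substrate, 400 µM final · Dosing – one test concentration per compound, 20 µM, with 3% DMSO overall · Timing – 50 min enzyme reaction at room temperature, protected from light · Detection – fluorescence intensity · Controls – substrate-only low control, DMSO enzyme-plus-substrate high control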
CendR NRP1 mod: modulators of CendR peptide binding to NRP-1, primary screen, biochemical, fluorescence polarization, uHTS; FAM-RPARPAR peptide binding to NRP-1; 360,000 compounds, 0.85% hits; inhibition, % at 25 µM; AID 602438, 2012;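 active = inhibition or corrected inhibition above about 18%, plus a signal ratio from 0.5 to 1.5, limit read from the data, passing the limit was not always enough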; also: strong numbers were not always called active
Target sequence (O14786 whole entry, looked up): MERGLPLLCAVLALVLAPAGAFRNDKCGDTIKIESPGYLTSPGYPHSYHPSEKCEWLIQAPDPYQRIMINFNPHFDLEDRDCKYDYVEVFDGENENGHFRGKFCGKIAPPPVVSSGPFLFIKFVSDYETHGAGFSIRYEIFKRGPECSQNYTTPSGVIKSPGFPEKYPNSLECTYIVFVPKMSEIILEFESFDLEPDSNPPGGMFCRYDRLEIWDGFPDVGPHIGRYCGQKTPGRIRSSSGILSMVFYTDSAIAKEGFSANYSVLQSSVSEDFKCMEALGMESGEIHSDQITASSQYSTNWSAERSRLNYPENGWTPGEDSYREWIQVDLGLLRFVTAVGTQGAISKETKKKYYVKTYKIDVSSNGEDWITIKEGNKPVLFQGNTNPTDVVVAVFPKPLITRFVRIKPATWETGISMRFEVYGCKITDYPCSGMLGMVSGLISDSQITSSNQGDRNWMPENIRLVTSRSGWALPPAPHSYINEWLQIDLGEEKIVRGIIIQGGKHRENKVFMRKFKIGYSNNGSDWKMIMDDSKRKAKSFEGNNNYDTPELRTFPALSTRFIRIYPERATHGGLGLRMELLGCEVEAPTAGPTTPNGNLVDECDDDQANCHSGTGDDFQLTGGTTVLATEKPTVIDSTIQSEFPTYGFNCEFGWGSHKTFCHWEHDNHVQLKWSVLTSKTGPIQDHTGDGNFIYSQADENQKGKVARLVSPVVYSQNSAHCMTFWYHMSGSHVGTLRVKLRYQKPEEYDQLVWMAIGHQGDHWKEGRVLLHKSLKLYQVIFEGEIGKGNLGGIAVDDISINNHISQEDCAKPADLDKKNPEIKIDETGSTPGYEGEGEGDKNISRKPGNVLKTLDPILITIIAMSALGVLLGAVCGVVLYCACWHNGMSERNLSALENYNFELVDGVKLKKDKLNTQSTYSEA
Rpn11 inh: Rpn11 (PSMD14) deubiquitinase inhibitors, primary screen, biochemical, fluorescence polarization, uHTS; human 26S proteasome, Ub4-pepOG fluorescence polarization; 20S core pre-blocked with epoxomicin; calls only at 20 µM; 360,000 compounds, 0.59% hits; AID 588493, 2011;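 active = inhibition at 20 µM, scaled to each plate's controls, above about 33%, limit read from the data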
STEP block: STEP phosphatase inhibitors, primary screen, biochemical, fluorescence intensity, uHTS | Tyrosine-protein phosphatase non-receptor type 5 (Homo sapiens), P54829 | recombinant STEP, OMFP fluorogenic substrate | inhibition, % at 20 µM | 360,000 compounds, 0.25% hits;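 active = inhibition at 20 µM, scaled per plate between control wells, above about 37%, limit read from the data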;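 also: 0% = DMSO with enzyme and substrate and 100% = substrate only without enzyme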
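Assay system: isolated STEP enzyme. Buffer or medium: pH 6.0 Bis-Tris with DTT and Tween 20. Also added: fluorogenic phosphatase substrate OMFP at 25 µM final. Dosing: 20 µM, 1% DMSO. Timing: 20 min reaction, room temperature, in the dark. Measured by: fluorescence intensity, excitation 480 nm, emission 540 nm. Evaluation: normalized % inhibition.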
DNMT1 block: human DNMT1 methyltransferase inhibitors, primary screen, biochemical, molecular beacon, fluorescence, HinP1I cleavage, uHTS. DNA (cytosine-5)-methyltransferase 1 (Homo sapiens), P26358. 360,000 compounds, 0.83% hits. AID 588458, 2011. inhibition (reported as % activation of signal), % at 10 µM; in the data active = inhibition above about 50%
Scp-1 inhibitor: Scp-1 phosphatase inhibitors, primary screen, biochemical, colorimetric, uHTS; AID 493091, 2011; inhibition, % at 20 µM; 340,000 compounds, 0.88% hits; Carboxy-terminal domain RNA polymerase II polypeptide A small phosphatase 1 (Homo …; Recombinant Scp1, phosphopeptide, malachite green phosphate absorbance;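 active = inhibition above about 50% at 20 µM, limit read from the data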;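 also: plate controls were DMSO wells with enzyme for no effect and wells lacking enzyme for full effect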
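Test system: SCP-1 phosphatase catalytic domain, residues 76-261; measured by: colorimetric phosphate reagent with accelerator and stabiliser, absorbance at 630 nm; timing: enzyme reaction 45 min at room temperature, colour 5 min, stabilisation 30 min; also added: Phosphorylated 17-residue peptide substrate; compound dosing: one concentration, 20 µM, with 1.0% DMSO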
NadD inh: inhibitors of S. aureus NadD, primary screen, biochemical, colorimetric, uHTS; Nicotinate-nucleotide adenylyltransferase NadD (Staphylococcus aureus N315); purified NadD enzyme, colorimetric absorbance read-out; inhibition, % at 20 µM; 360,000 compounds, 0.78% hits; in the data active = inhibition above about 26%; also: some compounds past the cut are filed as inactive
SKN-1 inh: suppressors of acrylamide-induced Pgst-4::GFP reporter in worms, primary screen, SKN-1 inhibitor project, whole organism, uHTS, GFP/RFP fluorescence ratio, strain VP596. C. elegans VP596 Pgst-4::GFP/RFP ratio, 24 h. inhibition, % at 21.8 µM. 360,000 compounds, 0.49% hits. AID 624304, 2012;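 active = interference check ratio from 0.5 to 1.5 plus GFP to RFP signal ratio inhibition reaching or exceeding a fixed threshold, cut at about 30% in these data, passing the limit was not always enough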; also: some compounds called inactive have numbers as strong as hits
MT1-MMP act inh: blockers of MT1-MMP proenzyme processing, primary screen, HT1080 RFP-PRO-GFP cells, GFP/RFP fluorescence. GFP/RFP ratio change, % at 20 µM. GFP/RFP ratio fluorescence, overnight; percent of plate control window, DMSO zero. AID 651647, 2012. 360,000 compounds, 0.061% hits;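 active = GFP/RFP ratio change of at least 30% with cell ATP level not reduced by more than half and red fluorescence within 50% of control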; also: strong numbers were not always called active
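Assay system: RFP-PRO-GFP reporter HT1080 cells; read-out basis: GFP/RFP fluorescence ratio; benchmarks: DMSO wells and RFP-L50D-GFP cells; doses: 20 µM single dose, 1% DMSO; schedule: overnight cell settling, then overnight compound exposure, 37 °C, 5% CO2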
SUMO1-SIM PPI: modulators of SUMO1 protein-protein interactions, primary screen, biochemical, uHTS. Small ubiquitin-related modifier 1 (Homo sapiens), P63165. SUMO1 binding to a labelled peptide, TR-FRET, 1 h. inhibition, % at 20 µM. 360,000 compounds, 0.33% hits; in the data active = inhibition above about 37%
Target sequence (P63165 whole entry, looked up): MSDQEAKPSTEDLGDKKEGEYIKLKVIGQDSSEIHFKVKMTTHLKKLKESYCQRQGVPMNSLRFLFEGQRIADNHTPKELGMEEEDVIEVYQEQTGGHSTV
* = called active by the depositor; i = inactive; · = not tested or not shown; & = joins results of further samples.

Molecule,LMPTP inh,CendR NRP1 mod,Rpn11 inh,STEP block,DNMT1 block,Scp-1 inhibitor,NadD inh,SKN-1 inh,MT1-MMP act inh,SUMO1-SIM PPI
COCCNC(=S)NNC(=O)CSCc1ccc(Cl)cc1Cl,-0.3,5,i,2,2,-8,-1,-1,7,2
CCC(=O)C1=C(O)C(c2cccc(Oc3ccccc3)c2)CCC1=O (stereo not given),0.2,-7,i,-1,7,-8,7,-1,1,2
N#Cc1cc2c(nc1SC1CC(=O)N(c3ccccc3)C1=O)CCC2 (stereo not given),-0.6,5,i,-1,-6,-10,10,9,4,-9
Cc1cc(C)cc(NC(=O)N2CCC(c3nc4ccccc4o3)CC2)c1,0.0,-7,i,2,-5,-7,-2,13,8,1
COc1ccc(Nc2nnc(SCc3cc([N+](=O)[O-])cc4c3OCOC4)s2)cc1,0.8,-1,i,3,-1,-3,16,-11,3,-6
Cc1ccc(SCCC(=O)NC(C)(C)C)cc1,0.0,2,i,2,1,1,3,-1,0,4
COc1ccccc1Oc1ccc(S(=O)(=O)NCc2ccccn2)cc1,-0.8,11,i,-2,2,-3,6,24,0,-2
Cc1ccc(C)c(NC(=O)CCN2CCc3ccccc3C2)c1,-1.0,2,i,0,-2,-9,-7,2,3,-4
CCOC(=O)CSc1nc(C2CC2)cc(-c2ccc(F)cc2)c1C#N,2.9,-7,i,1,-5,-10,7,8,8,5
CCOc1cc(C2Nc3ccccc3C(=O)N2c2ccccc2)ccc1O (stereo not given),-0.2,-2,i,-2,0,3,5,4,-2,-5
CCOc1ccc(C(=O)N(Cc2ccc(OC)cc2)Cc2cc3cc(OC)ccc3[nH]c2=O)cc1,1.6,7,i,1,-8,1,6,7,-35,3
O=C(NCCN1CCOCC1)c1cccc(S(=O)(=O)Nc2ccc(F)cc2)c1,-1.3,8,i,0,5,4,3,9,-1,2
O=C(NCC(c1cccs1)N1CCOCC1)c1cc([N+](=O)[O-])ccc1Cl (stereo not given),0.5,12,i,-2,5,-5,-4,2,-1,-15
COC(=O)c1cc(NC(=O)C2CC(=O)NC(=NCc3ccc(OC)cc3)S2)cc(C(=O)OC)c1 (stereo not given),5.5,7,i,2,4,5,5,-13,2,3
COc1cc(S(=O)(=O)NCC2OCCc3ccccc32)ccc1-n1cnnn1 (stereo not given),-3.5,1,i,-2,0,0,-4,-5,3,3
CCC1Nc2ncnc(N3CCCCC3)c2N(Cc2ccc(OC)cc2)C1=O (stereo not given),-0.7&0.2,4&16,i,3&0,-2&-4,0,-2&-4,-6&13,3&-2,4&4
CCOC(=O)c1ccc(N2C(=O)C3ON(c4ccccc4)C(c4ccco4)C3C2=O)cc1 (stereo not given),3.0,-13,i,0,-4,-13,-4,9,-2,6
CCCCN(C)CCNC(=O)C1CCN(S(=O)(=O)c2cccc3nsnc23)CC1,-0.1,-3,i,3,0,-7,-11,19,0,-35
Cc1onc(-c2ccccc2)c1C(=O)NCc1ccc(F)cc1,-0.7,9,i,0,2,-9,-9,10,-2,-6
COc1ccccc1Cn1c(-c2ccco2)nc2nc3ccccc3nc21,0.3,-32,i,1,-1,3,-3,-11,-17,-8
O=C(CCc1ccccc1)NCc1cccnc1,0.8,4,i,-4,1,-6,-3,4,4,-3
NC(=O)c1ccccc1,2.1,-8,i,-1,4,-14,0,-6,-1,2
CCOc1ccc(C(=O)NCC(=O)NCCSc2ccc(Br)cc2)cc1OCC,1.7,23*,i,-1,-7,-9,-7,3,2,4
COC(=O)c1ccc(OC(C)C(=O)c2ccc(C)cc2)cc1 (stereo not given),-1.4,-3,i,-1,-1,-11,-9,1,-1,0
CCCCn1c(SCC(=O)OCC)nnc1-c1ccoc1C,-0.4,0,i,-4,-2,6,5,1,-6,4
CCCn1nnc(NC(=S)NC(=O)C(C)(C)C)n1,-0.7,-2,i,-3,7,-3,-1,5,1,3
CCN1C[C@@H]2[C@@H]3C(=O)N(Cc4ccccc4)C(=O)[C@@H]3[C@](Cc3ccccc3)(C1=O)N2C(=O)c1ccc(C(C)(C)C)cc1,0.2,6,i,2,-5,-8,14,-12,-14,1
CC(C)COc1cccc(C(=O)N2CCN(C(=O)c3ccco3)CC2)c1,-1.1,5,i,2,6,-7,-5,9,4,2
Cc1ccc(OCc2cc(C(=O)N(C)CCn3ccnc3C)no2)cc1C,2.1,9,i,4,1,-8,-10,24,-2,0
COc1ccc(Nc2nc(-c3sc(N)nc3C)cs2)cc1,3.5,-26,i,2,-42,2,17,26,0,12
CCOC(=O)c1sc(=S)n(C)c1NC(=O)c1cccc(Br)c1,2.8,-4,i,4,-4,-11,7,9,1,1
COCCCn1c(SCC(=O)N2CCOCC2)nc2ccccc2c1=O,-1.1,6,i,1,-1,17,-2,14,-1,-5
CN1CCC(N(C)C(=O)CCc2nc3ccccc3c(=O)[nH]2)CC1,-1.5,-2,i,0,0,-6,-5,-8,-1,-1
CCN(CC)c1ccc(NC(=O)COc2ccc(C)cc2)cc1,0.2,-7,i,0,-2,-5,2,5,-1,1
Cc1cc(NC(=O)c2ccc(Br)cc2)nc(C)n1,-0.4,7,i,4,1,-7,-4,15,1,-1
COc1ccc(S(=O)(=O)C(C#N)c2nc3ccccc3nc2N2CCCC(C)C2)cc1 (stereo not given),1.2,-22,i,4,-7,-2,3,1,-35,4

One compound at a time (already shown):
CCOc1ccc(C(=O)NCC(=O)NCCSc2ccc(Br)cc2)cc1OCC in the list: LMPTP inh: 1.7; CendR NRP1 mod: 23*; Rpn11 inh: i; STEP block: -1; DNMT1 block: -7; Scp-1 inhibitor: -9; NadD inh: -7; SKN-1 inh: 3; MT1-MMP act inh: 2; SUMO1-SIM PPI: 4
CCOC(=O)c1sc(=S)n(C)c1NC(=O)c1cccc(Br)c1 in the list: LMPTP inh: 2.8; CendR NRP1 mod: -4; Rpn11 inh: i; STEP block: 4; DNMT1 block: -4; Scp-1 inhibitor: -11; NadD inh: 7; SKN-1 inh: 9; MT1-MMP act inh: 1; SUMO1-SIM PPI: 1

Other compounds
Molecule,LMPTP inh,CendR NRP1 mod,Rpn11 inh,STEP block,DNMT1 block,Scp-1 inhibitor,NadD inh,SKN-1 inh,MT1-MMP act inh,SUMO1-SIM PPI
O=C(Nc1ccccc1-c1ccccc1)c1ccco1,1.1,10,i,0,-1,-5,7,-13,3,-2
COc1cc(CN2CCCN(C)CC2)cc([N+](=O)[O-])c1O,-9.8,-8,i,1,-2,-12,-9,1,0,-23
CC(C(=O)Nc1ccccc1)N(C)Cc1cccs1 (stereo not given),-0.3,-2,i,1,1,-6,4,9,-4,-3
CCNS(=O)(=O)c1ccc(NC(=O)c2ccc(Cn3cc([N+](=O)[O-])cn3)o2)cc1,-0.7,6,i,1,-3,-5,-5,2,6,-12
CCOC(=O)COc1ccc(C2CC(C)=NN2c2ccccc2)cc1 (stereo not given),1.4,-2,i,3,-48,-2,-1,4,-2,-2
Cc1ccsc1CNC(=O)c1c(-c2ccccc2)noc1C,-0.3,-11,i,3,4,-4,-1,1,1,1
CCC(=O)NNc1ncnc2ccccc12,-0.2,-5,i,-4,0,-1,-1,-7,-1,-1
O=C(O)C1=C(OCc2ccc(F)c(F)c2)C(=O)NCC1,-0.9,-10,i,3,-2,-11,0,-3,2,-3
CCOc1ccccc1C(=O)N1CCC(C(=O)c2ccc(F)cc2)CC1,-1.2,11,i,2,-2,4,-1,-2,-2,1
COc1ccc(C(=S)N2CCOCC2)cc1OC(=O)c1ccccc1Cl,-0.2,-7,i,8,2,-5,-6,4,-2,1
Cn1nc(C(C)(C)C)cc1C(=O)Nc1nc2c(s1)C(=O)CC(C)(C)C2,-0.7,-8,i,3,0,-10,-4,2,-13,-12
CC1(C(=O)NS(=O)(=O)c2cccc(F)c2)CCN1C(=O)CCc1ccccc1 (stereo not given),-2.2,10,i,-4,5,·,5,7,3,4
O=C(Nc1ccccc1N1CCCC1)c1cccnc1,-1.1,0,i,-1,-1,-8,-2,20,2,-4
CCOC(=O)c1[nH]c(C)c(C(=O)OCC(=O)N2CCc3ccccc32)c1C,-0.4,-26,i,1,-4,-7,-17,-4,2,6
Cc1c(C(=O)O)oc2ccc(S(=O)(=O)N3CCCCC3C(=O)O)cc12 (stereo not given),-1.3,-6,i,0,5,9,-4,-13,-3,6
O=C(c1cnc2sccn2c1=O)N1CCc2ccccc2C1,-1.3,-4,i,1,-4,-3,-1,2,2,3
Cc1cc(Cl)c2cc3ccccc3cc2n1,1.7,4,i,1,6,-7,-10,23,-2,2
Cc1noc(C)c1COC(=O)c1cccc(S(=O)(=O)N2CCOCC2)c1,-0.5,-2,i,0,0,-5,-3,13,6,-2
Cc1ccc(-c2nc3ccc(Br)cn3c2CC(C)(C)C)cc1,0.8,-19,i,2,22,·,-4,4,-4,-2
CCO[C@@H]1OC(C(=O)O)=C[C@H](C2CCCCC2)[C@H]1CCCO,-1.6,-5,i,-2,2,-5,-3,2,2,7
COc1ccc(C(=O)NC(=O)NC2(C(Cl)(Cl)Cl)OCCO2)cc1,-1.1,12,i,-2,2,-5,0,2,4,1
CNC(=O)c1sccc1Oc1ccc(F)cc1[N+](=O)[O-],0.1,-9,i,2,-5,-1,-2,-3,-6,-13
CCSC(C)CC1CC(=O)CC(=O)C1 (stereo not given),0.0,3,i,-4,-4,-2,6,-5,-6,2
CCOCc1nnc(NS(C)(=O)=O)s1,-0.5,3,i,-1,5,-5,1,-15,0,2
COc1ccc(CNC(=O)Cn2c(=O)oc3cc(S(=O)(=O)N4CCCC4)ccc32)cc1,-0.4,5,i,2,0,-10,-3,9,2,3
